# CCR6 antagonist = CCR6 receptor antagonists, primary screen, cell-based, CHO-K1, luminescence, beta-arrestin, uHTS. 0.49% of 340,000 active. inhibition, % at 20 µM. CHO-K1 CCR6 PathHunter beta-arrestin, CCL20-stimulated;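 active means compounds whose inhibition of the agonist-driven luminescence signal at 20 µM reaches about 50%, limit read from the data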;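 further: cells stimulated with CCL20 at 14 nM final; plate controls were DMSO with CCL20 for no effect and DMSO without agonist for full effect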
# Target sequence (P51684 whole entry, looked up): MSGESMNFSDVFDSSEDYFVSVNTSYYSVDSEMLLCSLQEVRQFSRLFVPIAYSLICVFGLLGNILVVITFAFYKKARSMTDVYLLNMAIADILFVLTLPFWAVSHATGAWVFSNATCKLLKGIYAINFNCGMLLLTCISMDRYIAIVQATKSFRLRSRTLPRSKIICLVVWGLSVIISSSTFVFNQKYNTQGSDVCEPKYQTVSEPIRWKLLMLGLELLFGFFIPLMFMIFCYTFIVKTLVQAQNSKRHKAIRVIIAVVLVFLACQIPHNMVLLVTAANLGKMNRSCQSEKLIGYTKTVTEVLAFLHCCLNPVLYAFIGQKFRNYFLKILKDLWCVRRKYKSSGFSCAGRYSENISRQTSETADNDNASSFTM
# A3G deaminase = APOBEC3G DNA deaminase inhibitors, primary screen, biochemical, fluorescence, single-stranded DNA substrate, uHTS; 0.28% of 330,000 active; recombinant A3G, ssDNA deamination FAM/TAMRA fluorescence; inhibition, % at 20 µM; AID 493012, 2011;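 active means inhibition of at least 40% at 20 µM, with no more than 30% in the related APOBEC3A deaminase screen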;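 further: plate controls were DMSO wells with A3G for no effect and wells lacking A3G enzyme for full effect; some compounds called inactive have numbers as strong as hits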
# Target sequence (Q9HC16 whole entry, looked up): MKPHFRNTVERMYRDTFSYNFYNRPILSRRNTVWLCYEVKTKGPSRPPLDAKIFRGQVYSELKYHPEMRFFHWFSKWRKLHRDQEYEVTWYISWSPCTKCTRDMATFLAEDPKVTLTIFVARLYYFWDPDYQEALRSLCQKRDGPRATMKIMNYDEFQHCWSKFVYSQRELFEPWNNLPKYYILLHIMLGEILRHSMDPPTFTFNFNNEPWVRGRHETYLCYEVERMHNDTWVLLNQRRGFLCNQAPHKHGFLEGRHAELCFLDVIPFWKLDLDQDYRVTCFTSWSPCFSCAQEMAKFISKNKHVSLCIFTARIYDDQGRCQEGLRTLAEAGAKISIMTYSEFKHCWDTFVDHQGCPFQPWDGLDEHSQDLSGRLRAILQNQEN
# A3A deaminase = APOBEC3A ssDNA deaminase inhibitors, primary screen, selectivity assay for APOBEC3G inhibitor project, biochemical, FAM/TAMRA oligo cleavage fluorescence; recombinant A3A, FAM/TAMRA ssDNA deamination fluorescence; DNA dC->dU-editing enzyme APOBEC-3A (Homo sapiens), P31941; 0.41% of 330,000 active; inhibition, % at 20 µM;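 active means at least 40% inhibition at 20 µM here, with at most 30% in a related deaminase screen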;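 further: plate controls were A3A with DMSO for no effect and wells lacking A3A enzyme for full effect; some results filed as inactive read as strong as hits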
# Target sequence (P31941 whole entry, looked up): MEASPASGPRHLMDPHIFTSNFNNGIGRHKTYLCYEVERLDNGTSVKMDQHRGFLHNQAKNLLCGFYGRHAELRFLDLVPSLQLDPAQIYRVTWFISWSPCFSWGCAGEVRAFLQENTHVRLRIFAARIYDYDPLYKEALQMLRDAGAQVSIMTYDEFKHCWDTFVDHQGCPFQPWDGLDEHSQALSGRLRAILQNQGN
# CXCR6 block = CXCR6 receptor inhibitors, primary screen, cell-based, beta-arrestin, luminescence, CHO-K1 PathHunter, 1536-well. C-X-C chemokine receptor type 6 (Homo sapiens), O00574. inhibition, % at 20 µM. 0.36% of 360,000 active; in the data active means inhibition above about 34%, passing the limit was not always enough;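 further: antagonist mode with CXCL16 agonist at 10 nM final; 0% = 10 nM CXCL16 with DMSO and 100% = unstimulated wells without agonist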
# MPTP block = mitochondrial permeability transition pore inhibitors, primary screen, biochemical, isolated mouse mitochondria, absorbance; 1.4% of 360,000 active; inhibition, % at 10 µM; Ca2+ swelling absorbance, 30 min;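 active means inhibition of 50% or more, scaled per plate between neutral and stimulator controls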;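 further: 0% = DMSO wells given calcium and 100% = 1 mM EGTA wells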
# GRIN3A LBD mod = binders of NR3A ligand-binding domain, primary screen, biophysical, differential scanning fluorimetry, uHTS; NR3A LBD differential scanning fluorimetry, Tm shift; 0% = protein alone, 100% = glycine-bound protein; Tm shift relative to glycine control, % at 25 µM; 2.5% of 340,000 active; AID 1259313, 2017;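 active means melting temperature shift of at least 10% of the positive control shift, at one fixed dose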
# Gli-Sufu block = Gli-Sufu pathway antagonists, primary screen, luciferase luminescence, Sufu-KO-LIGHT cells, uHTS; 0.74% of 340,000 active; Sufu-KO-LIGHT fibroblasts, Gli luciferase reporter luminescence; AID 588413, 2011; inhibition, % at 5 µM;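 active means inhibition above about 55%, limit read from the data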;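 further: 0% = DMSO-treated cells and 100% = wells with medium but no cells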
# EBI2 block = EBI2 receptor antagonists, beta-arrestin recruitment, primary screen, cell-based, luminescence, 7a,25-OHC stimulation, uHTS; G-protein coupled receptor 183 (Homo sapiens), P32249; 7a,25-OHC stimulated; inhibition, % at 5 µM; 0.81% of 360,000 active; in the data active means inhibition above about 38%;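 further: enzyme fragment complementation signal reports receptor beta-arrestin coupling in cells; 0% = agonist plus DMSO wells and 100% = wells without agonist; some results beyond the cut were filed as inactive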
# * marks the source's active call; other numbers are inactive results; . = not tested or not shown. An unsorted share of the library; 5.8% or so of the library scored in one or more.
SMILES,CCR6 antagonist,A3G deaminase,A3A deaminase,CXCR6 block,MPTP block,GRIN3A LBD mod,Gli-Sufu block,EBI2 block
CCCN(CC(=O)Nc1ccc(C)cc1Br)CC(=O)Nc1ccc(F)c(F)c1F,-1,-6,0,5,9.2,-6,6,5
O=C(CSc1nnc(CNC(=O)c2ccco2)o1)c1ccccc1,-6,1,4,0,-2.8,0,-4,-9
Cc1c(-c2ccccn2)c(=O)[nH]n1-c1ccc(F)cc1,5,-4,-3,7,-2.7,0,-64,-3
Cc1cccn2c(=O)c3cc(C(=O)NC4CCCC4)c(=N)n(CCCN4CCOCC4)c3nc12,26,-2,2,16,0.4,1,18,7
COc1ccc(-c2cc3cc(C(=O)O)ccn3c2C(=O)c2ccccc2)cc1,12,-1,0,-1,7.4,-6,-17,6
CCCNC(=O)c1ccc(CN2CCOCC2)cc1,2,-5,-5,2,-0.4,-3,-5,-4
COC(=O)c1ccccc1OS(=O)(=O)N(C)C,2,-6,-3,-12,-0.3,2,18,-6
CCSc1nsc(SCC)c1C(N)=O,6,-7,-3,-3,-1.0,-2,6,5
Cc1cc(C)nc(SCc2cc(=O)c(OC(=O)c3ccc(Cl)c([N+](=O)[O-])c3)co2)n1,13,-5,-2,21,-1.0,3,4,1
O=c1cc(C(F)(F)F)[nH]c2ccc(OC(F)(F)F)cc12,8,-6,0,-12,64*,1,-2,3

# Records above that bear a hit mark in MPTP block:
Molecule	CCR6 antagonist	A3G deaminase	A3A deaminase	CXCR6 block	MPTP block	GRIN3A LBD mod	EBI2 block
O=c1cc(C(F)(F)F)[nH]c2ccc(OC(F)(F)F)cc12	8	-6	0	-12	64*	1	3

# Later entries.
SMILES,CCR6 antagonist,A3G deaminase,A3A deaminase,CXCR6 block,MPTP block,GRIN3A LBD mod,Gli-Sufu block,EBI2 block
CC(C(=O)Nc1ccc(N2CCOCC2)cc1)N1C(=O)NC(C)(C)C1=O (centres undefined),-11,-4,0,2,-0.5,-2,6,-10
CCOc1ccc(C(N)=O)cc1OC,7,0,-1,-10,2.4,-3,3,-2
Cc1ccc(N=Cc2nc(-c3ccc(C)cc3)oc2O)cc1,0,.,.,5,0.0,-1,-9,-6
COc1cccc(NC(=O)CSc2nnc(NC(=O)C3CC3)s2)c1,-3,-7,-1,3,0.8,31*,4,4
COc1cc(NCCC(=O)c2cccs2)c(OC)cc1Cl,17,4,3,-9,-0.6,2,3,4
O=C(CNC(=O)c1ccc(Br)o1)NNC(=O)c1ccccc1,4,-5,1,2,-1.2,0,-4,5
O=C1CCCN1CCCNS(=O)(=O)c1ccc(Cl)c(C(=O)N2CCOCC2)c1,-25,-7,1,-10,1.5,-4,-3,2
O=C(CSc1nnc2scc(-c3ccc(Cl)cc3)n12)NCc1ccc2c(c1)OCO2,21,-2,3,19,-0.8,8,-3,15
CC1CC(C)CN(C(=O)CCC(=O)Nc2nnc(C3CCCCC3)s2)C1 (centres undefined),7,-4,-1,-4,-0.5,-1,11,-6
Cc1ccccc1C(=O)NC1CC(C)(C)NC(C)(C)C1,-1,-7,-3,2,-5.4,-1,17,-14
CC(=O)Nc1c(Cl)n(C(C)=O)c2ccccc12,-4,3,0,-4,-1.0,2,9,-7
N#Cc1ccc2ccn(CC(=O)NC3CCCCCC3)c2c1,16,-6,-3,4,6.8,-1,6,0
COc1cccc(NC(=O)CN(C)C(=O)c2cccc(S(=O)(=O)N3CCN(c4ccccc4)CC3)c2)c1,18,-2,-6,-9,0.6,-6,10,11
Cc1nn(Cc2c(F)c(F)c(F)c(F)c2F)c(C)c1NC(=O)c1nn(C)cc1[N+](=O)[O-],-6,2,3,-2,-0.9,-1,-3,-18
CCO[C@@H]1OC(C(=O)N2CCCCCCC2)=C[C@H](c2ccc3c(c2)OCO3)[C@H]1CCCO,8,-5,-1,12,-1.2,-11,17,2
Cc1onc(C(=O)Nc2ccccc2C(F)(F)F)c1[N+](=O)[O-],-12,2,10,10,-1.8,1,32,-3
COC(=O)C(=O)C1CCc2c(Cl)cc(OC)c(OC)c2C1=O (centres undefined),-8,.,.,-6,-0.5,1,-2,-26
CCCCN(C)CCNC(=O)CN1C(=O)CSc2ccc(S(=O)(=O)N3CCCC3)cc21,3,-2,-3,-4,-1.2,2,17,-3
O=C(NC(=S)Nc1cc(C(F)(F)F)ccc1N1CCOCC1)c1sc2ccccc2c1Cl,38,-1,3,34,0.5,0,-1,23
COc1cccc(-c2nc(CS(=O)CC(=O)NC3CC3)c(C)o2)c1 (centres undefined),19,-1,4,8,0.4,2,-4,0
COc1ccc(CCN(CC(=O)NC2CCCC2)C(=O)Cn2nnc(-c3ccc(C)o3)n2)cc1OC,2,-8,-2,0,-1.8,-2,1,-2
CN(C)Cc1ccccc1Sc1ccc(O)cc1O,17,-8,-3,-1,0.1,-5,3,-7
CCC1(C)Cc2ccccc2-c2nc(NCCO)[nH]c(=O)c21 (centres undefined),1,2,4,-1,-0.7,0,32,5
CCOc1cccc(NCc2cc3c(C(C)(C)C)nn(-c4ccccc4)c3[nH]c2=O)c1,17,-4,-1,10,4.0,4,-1,0
COc1ccc(-c2csc(-c3ccc(C(=O)O)cc3)n2)cc1,3,-7,-4,8,0.2,1,-54,-7
O=C(Nc1ccncc1)OCc1ccccc1,17,-1,-1,-7,7.6,-2,1,2
COc1ccccc1N(CC(O)Cn1ccnc1C)S(=O)(=O)c1ccccc1 (centres undefined),2,3,1,-1,-1.0,-1,5,-8
COc1ccc(C(=O)NC2CCN(C(=S)Nc3cc(C)cc(C)c3)CC2)cc1,-31,-6,-3,9,-0.8,-1,0,-2
O=C(Nc1ccc(C(=O)N2CCCC2)cc1)C1CCCCC1,-11,.,.,-4,0.8,0,-6,-11
COc1ccc(-n2nc3ccccc3n2)cc1,14,-4,-2,1,0.2,0,-26,-6

# Ordered by value in CCR6 antagonist (ascending): 4 from the list above.
Compound	CCR6 antagonist	A3G deaminase	A3A deaminase	CXCR6 block	MPTP block	GRIN3A LBD mod	EBI2 block
O=C(Nc1ccc(C(=O)N2CCCC2)cc1)C1CCCCC1	-11	.	.	-4	0.8	0	-11
COc1ccc(-c2csc(-c3ccc(C(=O)O)cc3)n2)cc1	3	-7	-4	8	0.2	1	-7
COc1ccc(-n2nc3ccccc3n2)cc1	14	-4	-2	1	0.2	0	-6
CN(C)Cc1ccccc1Sc1ccc(O)cc1O	17	-8	-3	-1	0.1	-5	-7

# More entries follow.
SMILES,CCR6 antagonist,A3G deaminase,A3A deaminase,CXCR6 block,MPTP block,GRIN3A LBD mod,Gli-Sufu block,EBI2 block
COC(=O)c1cc(NC(=O)CC2NCCNC2=O)cc(C(=O)OC)c1 (centres undefined),-7,-1,4,7,2.0,0,1,-4
CCc1ccc(NC(=O)c2cc(-c3ccc(F)cc3)on2)cc1,3,-7,3,-7,1.1,-1,2,-1
Cc1cc(C)n(-c2ccc(C(=O)OCC(=O)Nc3ccccc3[N+](=O)[O-])cc2)n1,-6,-4,-1,1,-4.7,-1,26,-7
COc1cc2c(cc1NC(=O)CSc1nc3ccccc3[nH]1)oc1ccccc12,-8,-1,7,3,17,14*,-1,27
O=C(Nc1ccc(C(=O)N2CCCCC2)cc1)c1ccccc1Cl,7,-5,-1,2,0.1,8,-9,-6
Cc1ccc(-c2nnc(SCC(=O)NC3CCS(=O)(=O)C3)nc2-c2ccc(C)cc2)cc1 (centres undefined),2,-6,-5,12,13,3,7,9
COCCCNC(=O)CCCN1C(=O)c2cccnc2Sc2ccccc21,0,-6,-1,-3,3.7,-4,1,-11
Oc1ccc(Br)cc1-c1ccnn1-c1ccccc1,2,-4,-7,4,2.2,2,29,-5
Cn1c(=O)[nH]c(=O)c2c1nc(SCC(=O)O)n2CCCc1ccccc1,11,-5,2,6,-0.4,0,10,2
CC(C)(C)OCC1CO1 (centres undefined),6,-8,-3,-3,0.3,2,7,-2
Cc1cc(C(F)F)nn1CC(=O)NC1CCCC1,6,-4,-5,3,-0.6,1,-5,4
COC(=O)[C@H](NC(=O)c1cc(-c2ccccc2)nc2ccccc12)c1ccccc1,9,-5,-2,6,1.9,-3,0,11
CCC(NC(=O)c1cc(COc2cncc(Cl)c2)on1)c1ccc(C)cc1 (centres undefined),14,-6,-3,-4,-0.3,-4,2,16
C=CCC(NCc1ccccc1)c1ccc(OC)cc1 (centres undefined),5,-7,-3,-5,0.0,-1,-19,4
CCc1nc2ccc(C(=O)Nc3ccc4c(c3)OCO4)cc2nc1CC,-4,-9,4,-6,2.8,-2,.,19
O=C(CCCSc1ccc(Cl)cc1)Nc1cc(S(=O)(=O)N2CCOCC2)ccc1O,-7,51*,-3,-10,17,8,5,20
O=C(CCC1CCCCC1)Nc1c[nH]c(=O)[nH]c1=O,-6,-5,-5,-6,2.0,0,-2,-4
Fc1ccccc1NC(=S)N1CCOCC1,-2,-7,-3,-5,-0.3,0,3,0
OCCC1CN(Cc2ccsc2)CCN1C1CCCC1 (centres undefined),12,3,5,-2,0.3,0,2,2
CN(CC(=O)Nc1ccccc1Cl)C(=O)COC(=O)c1ccc(Cl)cc1[N+](=O)[O-],-21,-6,-4,-7,-1.5,0,-2,-8
O=C(N/N=C1/CCS(=O)(=O)c2ccc(F)cc21)c1ccccn1,6,3,1,-2,-4.4,1,-7,-1
CC(=O)N1c2ccc(S(=O)(=O)N(C)CC(=O)NC3CCCCC3C)cc2CC1C (centres undefined),9,4,6,2,-0.6,-3,24,2
CCOC(=O)c1c(NC(=O)C2CCCO2)sc(C)c1C (centres undefined),10,-4,0,2,0.6,-1,-30,0
CCOC(=O)CC(NC(=O)Cn1nnc(-c2ccccc2F)n1)c1ccc(OC)cc1 (centres undefined),-2,0,5,2,1.6,-2,.,-5
O=C(COC(=O)c1ccc(Br)o1)Nc1ccc2c(c1)OCCO2,-2,-3,-2,6,-0.3,1,-5,-3
COc1ccc(-c2csc(C3=C(O)CN(C(C)C)C3=N)n2)cc1OC,4,-7,-4,-1,-0.1,-2,-7,-4
Cc1cccc(N(C(=O)c2ccco2)C(C(=O)NC2CCCC2)c2cccnc2)c1C (centres undefined),-11,-7,-6,3,-0.7,-2,-8,9
O=c1[nH][nH]c(-c2ccccc2)c1C=Nc1cccc(Cl)c1,22,-2,-2,-2,2.1,-2,-3,2
Cc1nc2ccccc2c2oc(C(=O)N3CCC(N4CCCCC4)CC3)cc12,5,7,3,-3,0.3,2,20,27
COc1ccc(OC)c(S(=O)(=O)NCC(c2ccc(F)cc2)N2CCN(C)CC2)c1 (centres undefined),10,-9,-1,-6,0.0,0,14,-6
Cc1ccc(C(=O)NCCNC(=O)c2cnccn2)cc1,6,-4,-1,-14,-0.2,0,-5,3
CC(=O)OCC(=O)Nc1c(C)cc(C)cc1C,-8,-6,6,0,-1.4,0,-3,-1
O=c1c(Cl)c(Cl)cnn1-c1ccccc1,-34,.,.,1,0.4,-1,5,15
O=c1[nH]c(SCc2ccccc2)nc2c1cnn2-c1ccc(F)cc1,-13,-9,-4,-4,1.2,0,9,1
Cc1ccc(-c2nc(CS(=O)CC(=O)NCCCN3CC(C)CC(C)C3)c(C)o2)cc1 (centres undefined),5,-3,-5,8,-0.3,-4,-1,2

# Screening results as filed in PubChem BioAssay.
